# From PubChem BioAssay
# ABHD5-PLIN5 inh – ABHD5-PLIN5 protein interaction inhibition | Split G. princeps luciferase complementation, luminescence, 4 h | inhibition, % at 4 µM | 360,000 compounds, 0.78% hits;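 active = inhibition above the mean inhibition across every tested compound plus 3 SD, cut at about 22% in these data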;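 also: 0% = DMSO only wells and the 100% control is not disclosed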
# Target sequence (Q00G26 whole entry, looked up): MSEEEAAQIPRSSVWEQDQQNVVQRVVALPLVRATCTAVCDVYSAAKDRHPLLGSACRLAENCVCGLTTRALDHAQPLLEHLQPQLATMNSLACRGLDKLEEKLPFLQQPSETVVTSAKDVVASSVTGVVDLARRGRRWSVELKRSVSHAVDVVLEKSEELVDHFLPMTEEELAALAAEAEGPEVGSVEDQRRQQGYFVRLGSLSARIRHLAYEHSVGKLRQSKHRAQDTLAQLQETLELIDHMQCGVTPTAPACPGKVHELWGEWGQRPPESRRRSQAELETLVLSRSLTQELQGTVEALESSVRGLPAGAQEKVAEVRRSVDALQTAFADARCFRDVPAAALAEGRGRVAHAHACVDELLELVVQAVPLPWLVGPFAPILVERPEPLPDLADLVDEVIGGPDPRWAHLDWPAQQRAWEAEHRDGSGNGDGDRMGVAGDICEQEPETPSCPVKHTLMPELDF
# Target sequence (Q8WTS1 whole entry, looked up): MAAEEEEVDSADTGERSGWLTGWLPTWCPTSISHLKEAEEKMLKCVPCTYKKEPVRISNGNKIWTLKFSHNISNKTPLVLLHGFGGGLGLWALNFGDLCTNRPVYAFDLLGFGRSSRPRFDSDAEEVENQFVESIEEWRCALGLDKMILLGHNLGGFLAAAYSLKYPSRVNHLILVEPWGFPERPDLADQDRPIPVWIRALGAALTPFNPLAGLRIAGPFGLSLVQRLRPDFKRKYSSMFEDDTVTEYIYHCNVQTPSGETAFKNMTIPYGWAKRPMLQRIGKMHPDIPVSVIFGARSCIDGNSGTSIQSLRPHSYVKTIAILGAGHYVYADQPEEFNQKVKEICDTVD
# NR2F2 inh – inhibitors of human COUP-TFII (NR2F2). AID 686940. HEK293T NGFI-A luciferase reporter, luminescence. 370,000 compounds, 0.7% hits. inhibition, % at 8.6 µM. P24468;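 active = inhibition above a per-plate cutoff, mean inhibition of test wells between control levels plus 3 SD, cut at about 38% in these data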;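 also: cells cotransfected with COUP-TFII expression vector driving the NGFI-A reporter; 0% = median of COUP-TF2 test wells and 100% = reporter-only cells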
# Exocytosis inh – blocks lytic granule exocytosis; AID 651702; TALL-104 LAMP-1 surface exposure, flow cytometry; cells stimulated with thapsigargin and PMA; inhibition, % at 10 µM; 360,000 compounds, 0.66% hits;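 active = inhibition above about 55%, limit read from the data; inconclusive = no clear call, values can overlap the other calls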
# TLR9-MyD88 inh – inhibitors of human TLR9-MyD88 binding. Q9NR96+Q99836. CHO BLA complementation TLR9-MyD88, CCF4 FRET ratio. inhibition, % at 4.98 µM. 340,000 compounds, 0.21% hits;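 active = inhibition above the mean over all tested compounds plus 3 SD, cut at about 21% in these data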;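 also: 0% = DMSO only wells and 100% = clavulanate BLA inhibitor control wells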
# TROY signal inh – TROY signaling inhibition; inhibition, % at 10 µM; 360,000 compounds, 0.98% hits; Q293 LMP1-TROYcd NF-kB luciferase reporter, 4 h;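 active = compounds whose plate-normalised and pattern-corrected inhibition of the luciferase reporter signal at the single screening dose is 50% or more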
# NOD2-RIPK2 inh – NOD2-RIPK2 protein interaction inhibition | 360,000 compounds, 0.38% hits | inhibition, % at 4.98 µM | CHO BLA complementation NOD2-RIPK2, CCF4 ratio; in the data active = inhibition above about 21%;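 also: 0% = vehicle only and 100% = reference blocker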
# TWEAK Fn14 block – inhibitors of TWEAK-Fn14 interaction signaling | TWEAK-stimulated Fn14 reporter cells, luciferase luminescence, 8 h | inhibition, % at 10 µM | 360,000 compounds, 2% hits | AID 1159606; in the data active = inhibition above about 50%
# NCOA2 inhibitor – human SRC2 (NCOA2) inhibition. HEK293 GAL4-SRC2 luciferase reporter, luminescence. inhibition, % at 9 µM. 370,000 compounds, 0.17% hits;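 active = inhibition above the mean inhibition of all tested compounds plus 3 SD, set per campaign, cut at about 52% in these data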;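 also: 0% = DMSO treated cells and 100% = cells given Gossypol at 36 µM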
# LRH-1 inv ag – NR5A2 inverse agonism in reporter assay; O00482; HEK293T StAR-luciferase reporter, LRH-1 transfected, 24 h; inhibition, % at 3.6 µM; 360,000 compounds, 0.13% hits;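 active = inhibition above the mean inhibition of all tested compounds plus 3 SD, cut at about 73% in these data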;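 also: 0% = DMSO wells and 100% = reporter-only cells lacking LRH-1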
# SRC3 inh – inhibitors of human steroid receptor coactivator 3 (SRC3); inhibition, % at 3.6 µM; Q9Y6Q9; 360,000 compounds, 0.17% hits; HEK293 GAL4-SRC3 luciferase reporter, luminescence;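 active = inhibition above a per-campaign cutoff, the mean of all compounds plus 3 SD, cut at about 60% in these data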;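 also: 0% = DMSO-treated cells and 100% = gossypol-treated cells at 36 µM; higher means less SRC3-driven luciferase light from the GAL4 reporter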
# NCOA1 inh – human NCOA1 inhibition; Q15788; HEK293 GAL4-SRC1 luciferase reporter, luminescence; inhibition, % at 3.6 µM; 360,000 compounds, 0.12% hits;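 active = inhibition above the campaign mean plus 3 SD, with each screening campaign given its own cutoff, cut at about 60% in these data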;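 also: 0% = DMSO treated cells and 100% = gossypol at 36 µM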
# Active calls of the source: *; ? = inconclusive; · = not tested or not shown.
SMILES,ABHD5-PLIN5 inh,NR2F2 inh,Exocytosis inh,TLR9-MyD88 inh,TROY signal inh,NOD2-RIPK2 inh,TWEAK Fn14 block,NCOA2 inhibitor,LRH-1 inv ag,SRC3 inh,NCOA1 inh
O=C(c1ccco1)N1CCN(C(=O)c2cnn(-c3cccc(F)c3)c2C2CCNCC2)CC1,-6,7,1,4,0,0,-5,-8,-1,-14,-16
CCC(Sc1ccc2nnc(-c3ccc(OC)c(OC)c3)n2n1)C(=O)O (stereo unspecified),0,1,4,-1,0,-2,14,-4,0,6,5
Cc1occc1-c1nnc(SCC(=O)N2CCOCC2)n1CC(C)C,-7,8,-2,-8,7,-1,8,12,3,-5,-5
C[C@H](CO)N1C[C@H](C)[C@@H](CN(C)S(=O)(=O)c2ccc(Oc3ccccc3)cc2)OCc2cnnn2CCCC1=O,3,-5,-1,-10,2,-17,16,-22,5,-2,15
CN(C)S(=O)(=O)c1cccc(NC(=O)c2ccc(N3CCOCC3)c([N+](=O)[O-])c2)c1,1,15,6,-1,25,-6,-26,-17,-1,13,-4
Cc1ccc(S(=O)(=O)NC(=O)c2cc(C)n(CCCn3ccnc3)c2C)cc1,0,-7,3,-6,5,-3,-5,2,2,12,-5
CC(C)NC(=O)N(C)C[C@@H]1Oc2c(NS(=O)(=O)c3ccccc3)cccc2C(=O)N([C@@H](C)CO)C[C@@H]1C,8,4,-3,1,-10,-1,6,-17,3,2,0
CO[C@@H]1CN(C)C(=O)c2ccc(NC(=O)c3ccccc3F)cc2OC[C@@H](C)N(CC2CCOCC2)C[C@@H]1C,-16,-1,4,·,·,1,·,0,6,·,·
CCc1cccc(NC(=O)CN2C(=O)NC3(CCCCCCC3)C2=O)c1,-3,-11,-3,0,-19,7,-24,-11,26,28,7
CN(C(=O)c1cn2ccccc2n1)c1c(N)n(Cc2ccccc2)c(=O)[nH]c1=O,-4,1,-4,11,-9,7,-12,-18,8,3,-4
COc1cc(NS(=O)(=O)c2cc3c(cc2C)NC(=O)CO3)cc(OC)c1,-4,8,6,4,2,-8,23,1,-4,11,-4
C=CCOc1ccc(/C=C/C(=O)OC(C)C(=O)Nc2ccc(NC(C)=O)cc2)cc1 (stereo unspecified),4,9,-5,1,-3,8,-10,8,-12,4,-11
Cc1ccc(/C(O)=C2\C(=O)C(=O)N(CCN(C)C)C2c2ccccc2F)cc1 (stereo unspecified),3,1,0,-5,-10,-7,3,-31,5,16,-22
CC(=O)CN1Cc2ccccc2/C1=N\C(=O)Nc1ccccc1,-8,-31,5,0,-47,5,-9,-16,-34,-19,-25
Cc1ccc([C@H]2C[C@@H](O)[C@H](n3cc(COC(=O)c4ccccc4)nn3)CN2CC2CCCCC2)cc1,1,10,16,-3,-4,1,10,-21,13,-13,8
CC(C)N(CCNC(=O)c1oc(=O)c2ccccc2c1-c1ccccc1)Cc1ccco1,2,12,-2,-1,0,-18,-12,20,5,-9,-21
CCN1C(=O)C(CC(=O)Nc2ccc(OC)cc2)N(CCc2ccc(F)cc2)C1=S (stereo unspecified),-5,-29,2,-4,11,3,22,-11,11,16,4
CCc1cc2ccccc2nc1SCC(=O)Nc1cc(OC)c(OC)cc1C(=O)O,2,10,-3,-5,13,-5,-7,-1,-24,11,2
Cc1noc(C)c1S(=O)(=O)N1CCCC(C(=O)NCc2ccccc2Cl)C1 (stereo unspecified),0,-12,0,3,4,-16,-13,7,0,-2,-22
O=C(Nc1nc2c(F)cc(F)cc2s1)c1ccco1,-4,-62,2,-7,-49,-24,43,-48,-199,-116,-116
O=C(CN1C(=O)C2CC=CCC2C1=O)Nc1nccs1 (stereo unspecified),-1,8,-4,-6,16,-6,4,10,-1,-3,6
CC1CN(C(=O)CCN2C(=O)c3ccccc3C2=O)CC(C)O1 (stereo unspecified),2,3,-1,11,8,-10,-17,10,20,4,1
O=C(NCCN1CCCC1)C1CCC(=O)N(CCCN2CCOCC2)C1 (stereo unspecified),-4,-21,4,5,9,-2,-1,7,7,-26,2
COc1ccccc1NC(=O)CCN1CCN(Cc2ccccc2)CC1,-8,-7,-3,-1,10,-3,4,3,-13,10,-21
CCOC(=O)N1CCN(C(=O)c2cc(COc3ccc(F)cc3F)on2)CC1,9,0,-5,3,-33,-2,-6,-13,-39,-4,-19
Cc1nnc2ccc(N3CCOCC3)nn12,1,13,-5,2,16,0,-7,-11,-2,6,-9
CCC(C)C(CO)NCCCn1cnc2c(SC)ncnc21 (stereo unspecified),-1,-17,2,-1,-8,7,17,9,-15,-7,10
CCC(CCCO)CCC[C@H](C)CCC1OCCO1 (stereo partly specified),2,-5,22,-4,-34,-11,-18,-1,4,14,-4
COc1cc(/C=C/C(=O)OCC(=O)NCCC2=CCCCC2)ccc1O,-5,-1,-2,-5,7,-11,5,-7,32,5,2
OCCC1CN(Cc2cc3c(cc2Cl)OCO3)CCN1Cc1ccccc1 (stereo unspecified),1,10,3,2,19,-6,3,-5,5,11,3
Cc1ccc(OCC(=O)NC2CCS(=O)(=O)C2)c([N+](=O)[O-])n1 (stereo unspecified),-6,7,-3,12,10,3,-6,11,9,0,-10
O=C(CN1CCSC1=NCc1ccccc1)c1ccc(Cl)cc1,3,8,0,3,2,3,0,2,21,-7,11
NS(=O)(=O)c1ccc(NC(=O)COC(=O)c2c3c(nc4ccccc24)/C(=C\c2ccc4c(c2)OCO4)CCC3)cc1,7,15,4,26*,16,9,56*,-12,-12,-4,-3
CCCCOC(=O)Nc1nc2ccc(OC)cc2s1,1,-20,-3,4,-32,6,-44,-12,-16,-45,-23
CCC(=O)N/N=C(\C)CC(=O)Nc1cc(Cl)ccc1C,7,-1,10,3,1,-2,11,-8,-3,17,-7
O=C(NC(C(=O)c1ccccc1)N1CCCCC1)c1ccccc1 (stereo unspecified),5,-2,0,-2,-42,-8,-37,-7,-20,-13,-21
O=C(O)COc1ccc(Cl)cc1C1CCCCC1,2,16,16,1,12,-13,14,13,8,-1,7
CN(c1ccccc1)S(=O)(=O)c1ccc(Cl)c(C(=O)OCC(N)=O)c1,-1,11,0,-5,-2,-1,-4,4,7,5,6
CC1=C[C@H]2Cc3cc(C)cc(C)c3S(=O)(=O)[C@@H]2C=C1,1,12,3,3,7,-3,-11,1,9,15,5
CCN1CCN(C(=O)CCCCCn2c(=O)[nH]c3cc(C(=O)OC)ccc3c2=O)CC1,1,-4,0,-1,7,-4,4,8,-1,3,-7
CCn1c(O)c(N=NC(=O)C2C(=O)NCC2c2ccccc2)c2ccccc21 (stereo unspecified),-1,-5,-10,7,-1,0,-10,8,14,17,-2
CC(C)OC(=O)CN1CCN(S(=O)(=O)c2cc(Cl)ccc2Cl)CC1,4,3,0,-10,13,-14,3,-36,-6,-12,-3
O=C(NCc1ccccc1Cl)C1CCN(S(=O)(=O)N2CCC3(CC2)OCCO3)CC1,0,6,0,-1,-19,-9,-17,-2,17,2,2
Cc1csc(SCC(=O)Nc2nncs2)n1,7,17,-6,10,-12,-15,-6,-38,-11,10,-12
CC1(C)CC(=O)C=C(OC(=O)c2ccc(Cl)cc2)C1,9,8,0,-3,8,-3,18,-24,-12,5,-135
O=C(c1cc2c(s1)-c1ccccc1OC2)N1CCN(c2ccccc2)CC1,-7,2,2,4,-4,-17,0,-23,-19,-1,9
O=C(N/N=C/c1c[nH]c2ccc(Br)cc12)c1ccn(Cc2ccc(Cl)cc2)n1,1,-16,1,3,6,-5,16,-37,15,6,1
COC(=O)c1ccc2c(c1)N(Cc1nc(-c3ccc(Cl)cc3)oc1C)C(=O)C1CCCN21 (stereo unspecified),-4,-10,-1,-4,2,-12,-14,-19,13,15,-3
CSc1nc(Oc2ccc(C)cc2)cc(C(F)(F)F)n1,6,18,-2,-11,15,-6,-3,-15,-6,13,-2
CCOC(=O)/N=C(/NC(=O)Nc1ccc(C(=O)OCC)cc1)OC,-5,-11,0,-3,11,-6,-5,-24,-1,-3,-11
Cc1cc(C)n(-c2nc3ccccc3n3nnnc23)n1,1,-1,2,-12,2,1,6,-8,-3,-7,-3
CC1CCC2(CC1)NC(=O)N(CC(=O)Nc1cccnc1Cl)C2=O (stereo unspecified),3,6,-7,-17,-6,2,7,-21,19,-16,-3
COc1ccc(C23CC4CC(CC(C(=O)O)(C4)C2)C3)c(F)c1,-8,-3,-1,0,0,9,0,3,-8,-9,7
COCCCNS(=O)(=O)c1ccc(SC)cc1,-1,0,-8,-1,14,10,5,14,32,-8,-12
CSc1ccc(/C=C/C(=O)NC23CC4CC(CC(C4)C2)C3)cc1,-5,-16,1,-12,-90,-5,-18,-25,-10,-44,-37
CN(C)c1ccc(C=C(c2nnnn2-c2ccccc2)c2nnnn2-c2ccccc2)cc1,0,3,1,6,2,-2,25,7,-5,11,15
CCCCCCn1c(N2CCN(c3cccc(Cl)c3)CC2)nc2c1c(=O)[nH]c(=O)n2C,-3,-9,26,-1,34,-6,2,-20,13,-6,0
COc1ccc(C2CCCN2C(=S)Nc2ccc(C)cc2C)cc1OC (stereo unspecified),5,4,?,3,0,-8,-11,-5,-14,2,-1
Cc1ccc(S(=O)(=O)NCC(=O)OCC(=O)NC(=O)c2cccn2C)cc1,1,14,-9,3,16,-14,-8,15,0,12,-27
NCCCC[C@@H]1NC(=O)c2cc([N+](=O)[O-])cc(F)c2NCCCC[C@@H](C(N)=O)NC(=O)CNC1=O,11,7,2,1,0,-1,-12,-39,2,0,-15

# Gathered by group: the compounds so far containing a nitro group on carbon.
SMILES,ABHD5-PLIN5 inh,NR2F2 inh,Exocytosis inh,TLR9-MyD88 inh,TROY signal inh,NOD2-RIPK2 inh,TWEAK Fn14 block,NCOA2 inhibitor,LRH-1 inv ag,SRC3 inh,NCOA1 inh
CN(C)S(=O)(=O)c1cccc(NC(=O)c2ccc(N3CCOCC3)c([N+](=O)[O-])c2)c1,1,15,6,-1,25,-6,-26,-17,-1,13,-4
Cc1ccc(OCC(=O)NC2CCS(=O)(=O)C2)c([N+](=O)[O-])n1 (stereo unspecified),-6,7,-3,12,10,3,-6,11,9,0,-10
NCCCC[C@@H]1NC(=O)c2cc([N+](=O)[O-])cc(F)c2NCCCC[C@@H](C(N)=O)NC(=O)CNC1=O,11,7,2,1,0,-1,-12,-39,2,0,-15

# Remaining list, next part:
SMILES,ABHD5-PLIN5 inh,NR2F2 inh,Exocytosis inh,TLR9-MyD88 inh,TROY signal inh,NOD2-RIPK2 inh,TWEAK Fn14 block,NCOA2 inhibitor,LRH-1 inv ag,SRC3 inh,NCOA1 inh
CCOC(=O)C1CCN(S(=O)(=O)c2ccc(OCC)cc2)CC1,-6,-7,-1,-1,0,1,2,8,4,12,-2
Nc1[nH]c(C(=O)c2ccccc2)c(-c2ccccc2C(F)(F)F)c1C(=O)c1cccs1,-2,4,-1,·,-2,9,18,10,7,·,·
Cc1cc(NC(=O)CCC(=O)N(CC(=O)NCC2CCCO2)c2cccc(F)c2)no1 (stereo unspecified),-4,4,?,4,-5,-7,44,-4,-1,-2,13
COc1ccccc1-c1ccc(SCc2cccc(F)c2)nn1,-12,-14,-5,5,-33,-8,-14,-26,-28,-19,-17
CCOc1ccccc1NC(=O)NCc1ccco1,0,13,0,-3,0,1,-3,14,9,-4,1
COc1cccc(-c2c(C(=O)N/N=C(\C)c3cccs3)nnn2-c2nonc2N)c1,6,-2,33,11,-17,1,-24,1,13,2,-61

# A portion of the library; count on the stated rates, not on these rows.
